SR-BI uptake up: SR-BI HDL lipid transfer activation. CHO ldlA[mSR-BI] cells, DiI-HDL uptake fluorescence, 3 h; 100 = double the neutral-control signal. activation, % at 12.5 µM. hit rate 0.096% among 320,000. AID 504775;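 active = mean replicate activation of at least 60% and every replicate at or above 60%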;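 note: 0% = median plate neutral-control signal and 100% = twice that signal; values of inactives mirror those of a sister screen read the other way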
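System: CHO ldlA[mSR-BI] cells / Medium: HEPES-buffered (25 mM, pH 7.4) F12 plus 0.5% BSA / Probe or stimulus: labelled HDL, 10 µg/mL / Doses: single compound concentration, delivered by pin transfer / Schedule: 3 h, 37 °C / Measured by: DiI fluorescence, bottom read / Measure: cell-associated DiI fluorescence as measure of HDL uptake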
dFosB act: activators of mouse delta FosB homodimer. P13346. purified delta FosB, TAMRA-CDK5 oligo fluorescence polarization; percent of positive-control signal above neutral wells. activation, % at 25 µM. hit rate 0.99% among 340,000;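 active = mean activation above about 17%, with every replicate also reaching it, limit read from the data, passing the limit was not always enough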;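 note: fluorescence polarization rise as delta FosB binds a TAMRA Cdk5 AP-1 oligo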
Target sequence (P13346 whole entry, looked up): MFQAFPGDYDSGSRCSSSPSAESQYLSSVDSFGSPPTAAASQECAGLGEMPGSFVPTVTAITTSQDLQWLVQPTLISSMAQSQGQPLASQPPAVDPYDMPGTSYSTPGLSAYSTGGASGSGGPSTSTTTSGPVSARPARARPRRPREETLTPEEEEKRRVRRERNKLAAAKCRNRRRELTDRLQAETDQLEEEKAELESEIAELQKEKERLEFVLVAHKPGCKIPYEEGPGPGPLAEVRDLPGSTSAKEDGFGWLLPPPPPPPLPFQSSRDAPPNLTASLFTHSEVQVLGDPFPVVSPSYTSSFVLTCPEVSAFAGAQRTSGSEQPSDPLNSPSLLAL
CAL PDZ FP-1: inhibitors of human CAL PDZ peptide binding | Q9HD26 | purified CAL PDZ, TMR-peptide fluorescence polarization, 1 h | inhibition, % at 20 µM | hit rate 0.02% among 330,000 | AID 504414;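 active = highest replicate inhibition of at least 40%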;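 note: plate controls were DMSO neutral control wells for no effect and unlabeled competitor peptide control wells for full effect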
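Material: tagged CAL PDZ domain; buffer or medium: 25 mM sodium phosphate pH 7.4, 150 mM NaCl, TCEP, IgG, Thesit; compound dosing: single point, 20 µM; schedule: 1 h incubation at room temperature before polarization reading; measured by: FP readout, S and P plane fluorescence; read-out basis: percent inhibition from loss of millipolarization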
NSD2 HMT inh: blocks human histone methyltransferase NSD2. O96028. NSD2 peptide methylation, AlphaScreen, 120 min. inhibition, % at 12.5 µM. hit rate 0.54% among 310,000. AID 743445; in the data active = inhibition above about 50%
PfHsp90 set2: reduces growth (ATP signal) of yeast expressing P. falciparum Hsp90. S. cerevisiae expressing PfHsp90, BacTiter-Glo ATP, 48 h; yeast lacking PDR1 and PDR3 efflux regulators. inhibition, % at 9.4 µM. hit rate 0.32% among 310,000. AID 504621;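 active = every replicate shows inhibition above about 80%, whatever the replicate mean, limit read from the data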;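 note: 0% = DMSO neutral controls and 100% = 20 µM radicicol positive controls; yeast relying on Plasmodium falciparum Hsp90 in place of its own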
CAL PDZ FP-2: inhibitors of human CAL PDZ peptide binding; purified CAL PDZ, TMR-peptide fluorescence polarization, 1 h; inhibition, % at 24.9 µM; Q9HD26; hit rate 0.92% among 300,000; AID 602252;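 active = mean inhibition of at least 30% with at least half of replicates also reaching 30%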;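 note: 0% = DMSO neutral control and 100% = excess unlabeled competitor peptide PRC23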
Rtt109 Vps75: blocks Candida albicans Rtt109/Vps75 acetyltransferase activity | inhibition, % at 34.9 µM | AID 540336 | purified Rtt109/Vps75, ThioGlo CoA-SH fluorescence, 4 h | Q5AAJ8 | hit rate 0.16% among 330,000;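 active = inhibition of at least 50% in every replicate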
PvdQ inh: P. aeruginosa PvdQ acylase inhibition; purified PvdQ acylase, fluorescence plate reader; inhibition, % at 10 µM; hit rate 0.063% among 340,000; in the data active = inhibition above about 30%, passing the limit was not always enough;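 note: 0% = vehicle neutral wells and 100% = reference inhibitor wells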
SR-BI HDL uptake: mouse SR-BI HDL lipid transfer inhibition; ldlA[mSR-BI] CHO cells, DiI-HDL uptake fluorescence, 3 h; Q61009; hit rate 0.96% among 320,000; inhibition, % at 12.5 µM; AID 488896;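 active = mean replicate inhibition of at least 70% and a set share of replicates each scoring 70 or more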;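 note: 0% = median of neutral control wells and 100% = median of positive control wells; values of inactives mirror those of a sister screen read the other way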
Target sequence (Q61009 whole entry, looked up): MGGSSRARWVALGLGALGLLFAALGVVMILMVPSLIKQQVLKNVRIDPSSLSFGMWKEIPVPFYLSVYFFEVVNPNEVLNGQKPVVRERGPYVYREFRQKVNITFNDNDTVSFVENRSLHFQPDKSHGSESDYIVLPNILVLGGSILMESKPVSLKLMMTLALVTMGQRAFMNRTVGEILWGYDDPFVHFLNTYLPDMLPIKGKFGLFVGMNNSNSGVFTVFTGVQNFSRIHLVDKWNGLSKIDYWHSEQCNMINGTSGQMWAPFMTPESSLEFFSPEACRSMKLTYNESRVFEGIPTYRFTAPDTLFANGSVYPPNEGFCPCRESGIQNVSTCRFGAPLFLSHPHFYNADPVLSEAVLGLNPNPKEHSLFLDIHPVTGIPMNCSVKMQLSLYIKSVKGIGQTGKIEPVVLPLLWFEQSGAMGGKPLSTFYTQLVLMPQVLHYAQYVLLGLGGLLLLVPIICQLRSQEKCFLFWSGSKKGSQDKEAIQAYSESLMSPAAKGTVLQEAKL
MITF act: MITF TRPM1 promoter activation in melanoma cells | AID 588334 | hit rate 0.75% among 300,000 | SK-MEL-5 TRPM1-promoter luciferase, 24 h; % of positive control, neutral wells = 0 | activation, % at 12.5 µM;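 active = mean activation of at least 80% with every replicate also reaching 80%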;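 note: 0% = neutral control wells and 100% = parthenolide positive control wells; values of inactives mirror those of a sister screen read the other way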
Numbers without * were called inactive; . = not tested or not shown.

Values run as follows: SR-BI uptake up, dFosB act, CAL PDZ FP-1, NSD2 HMT inh, PfHsp90 set2, CAL PDZ FP-2, Rtt109 Vps75, PvdQ inh, SR-BI HDL uptake, MITF act
O=C1NC(=O)/C(=C/c2ccccc2Cl)N1
 : 14.3, 0.1, -1.6, -0.2, -5.8, -5.2, -0.8, -13.1, -14.3, 11.2
C=CCC1NS(=O)(=O)OCC1C(C)C (configuration not stated)
 : -6.1, 3.6, -0.5, ., -18.6, -0.5, -0.3, -7.9, 6.1, 12.2
O=C(O)/C=C/c1coc2ccc(F)cc2c1=O
 : -11.1, 1.4, 0.2, 2.0, -10.7, 0.7, -3.0, -11.5, 11.1, 9.8
O=C(O)CC1=C(O)C(=O)N(c2ccccc2)C1c1ccc(Cl)cc1 (configuration not stated)
 : 33.0, -4.9, -1.0, 4.1, -14.0, -4.6, -3.5, -0.6, -33.0, -7.2
CC(C)CN(C(=O)COC(=O)c1ccccn1)c1c(N)n(Cc2ccccc2)c(=O)[nH]c1=O
 : 8.3, -5.7, -1.3, -0.3, 3.2, -8.6, -7.0, -12.5, -8.3, -6.2
CC1C=CCC2C(=O)N(c3cccc(C(=O)NCc4ccccc4)c3)C(=O)C12 (configuration not stated)
 : -8.8, -8.6, -0.4, 34.2, -1.4, -1.4, -10.3, -6.2, 8.8, 6.8
Cc1cc(C(=O)COC(=O)C2=NN(c3ccccc3)C(=O)CC2)c(C)n1CC(F)(F)F
 : -5.4, -11.6, -3.9, -2.5, -38.5, 1.8, 1.3, -8.7, 5.4, -5.3
COc1cc2c(cc1OC)C(=O)N1[C@H]3c4ccccc4OC[C@@H]3[C@H](c3ccccc3)[C@]1(C)C(=O)N2
 : -64.2, 4.0, -1.6, ., 86.3*, -3.7, 5.4, -14.3, 64.2, -0.8
O=C(c1csc2c1CCCC2)N1CCN(c2ccc(F)cc2)CC1
 : -15.3, -5.0, 0.6, -0.6, ., -1.2, 5.8, 6.9, 15.3, .
COc1ccccc1NC(=O)C(C)OC(=O)c1cccc(-n2cnnn2)c1 (configuration not stated)
 : 7.7, 7.1, -0.8, -3.3, ., -16.2, -5.1, -3.4, -7.7, -3.0
COC(=O)c1ccc2c(c1)NC1=C(C(=O)CC(C)(C)C1)C(c1ccncc1)N2 (configuration not stated)
 : 6.6, -2.5, -2.4, -0.8, 13.8, -2.6, 0.0, -2.1, -6.6, 12.8
CCCCn1c(-c2nn(C)c(C)c2Cl)n[nH]c1=S
 : 19.5, -1.9, -0.1, -2.8, -32.7, -2.8, -6.6, -5.0, -19.5, -9.4
Cc1cc(C(=O)N2CCCC(N3CCN(c4cccc(C(F)(F)F)c4)CC3)C2)no1 (configuration not stated)
 : -2.6, -10.9, -0.7, 25.8, 3.0, -3.2, -0.2, -10.0, 2.6, -7.0
O=C(O)c1c(Cl)nc2ccccn12
 : 1.1, -8.7, 0.2, -5.3, 26.7, -6.3, ., -5.4, -1.1, -3.9
CCCN1C(=O)/C(=C2\SC(N3CCCCC3)=NC2=O)c2ccccc21
 : 6.7, -26.1, 2.5, ., 8.9, 1.4, -1.9, -12.5, -6.7, 79.3
O=C1N=C(N2CCOCC2)S/C1=C/c1ccc(-c2ccc(F)cc2)o1
 : -63.0, -16.8, -1.7, -0.3, -2.6, -6.9, ., -12.0, 63.0, 66.5
COc1cc(-c2nnc(COC(=O)CSCC(=O)Nc3cc(C)on3)o2)cc(OC)c1OC
 : -10.6, -4.8, -2.3, -0.8, -20.8, 7.5, 12.7, -18.0, 10.6, -4.6
CCCCc1cc(=O)oc2cc(C)cc(OCC(=O)NCc3ccccn3)c12
 : -20.1, -17.2, -2.1, -2.2, -18.0, 2.5, 1.1, -13.9, 20.1, -6.5
COc1ccccc1NC1CCCCC1NS(=O)(=O)c1ccc(C)cc1 (configuration not stated)
 : -14.9, -3.2, -1.3, -2.4, -39.6, -2.2, 0.7, -5.5, 14.9, 0.7
CC(NC(=O)NNC(=O)c1ccncc1)(C(F)(F)F)C(F)(F)F
 : 12.1, -2.7, -1.7, ., -7.9, -1.1, 1.4, 10.8, -12.1, -18.0
O=C(NCCc1ccccc1)C1CCC(Cn2c(=O)c3ccccc3n(Cc3cccnc3)c2=O)CC1 (configuration not stated)
 : -32.6, -1.0, -0.6, 17.9, 3.6, -7.7, 6.9, -13.5, 32.6, -2.8
Cc1noc(C)c1NC(=O)N(C)C[C@@H]1Oc2ccc(NS(=O)(=O)c3c(C)noc3C)cc2C(=O)N([C@H](C)CO)C[C@H]1C
 : 13.0, -2.8, -0.2, ., 15.0, 0.0, -5.7, -0.5, -13.0, -2.6
CCN(CC)c1ccc(/C=N/NC(=O)Cc2cccs2)cc1
 : -13.8, -6.2, -2.7, -0.9, -7.9, -4.0, 3.4, -7.6, 13.8, 3.7
O=C1N[C@@H](Cc2ccccc2)COC(=O)[C@H](Cc2ccc(F)cc2)C/C=C\C[C@H]1CC(=O)N(CCO)Cc1ccccc1
 : -6.2, -24.0, -0.8, ., -28.8, -7.2, -9.3, -19.5, 6.2, -1.2
CCCCCCC1(C)NC(=S)N(c2ccccc2)N1 (configuration not stated)
 : 15.0, -5.0, 0.4, 0.8, 5.1, -4.7, -5.7, -13.2, -15.0, 8.5
CCOc1ccc2nc(SCC(=O)Nc3ccc(S(=O)(=O)N4CCCC4)cc3)c(C)cc2c1
 : -47.3, -5.1, -0.6, 0.0, -14.6, -3.3, -3.1, -5.1, 47.3, 6.5
CCOc1ccccc1C(=O)Nc1ccc(S(=O)(=O)Nc2nccc(C)n2)cc1
 : 19.4, -4.2, -1.0, 0.3, -2.4, -4.6, 2.0, 4.6, -19.4, .
Cc1cc(C(=O)OCC(=O)NC2CC2)ccc1[N+](=O)[O-]
 : 0.3, -1.1, -0.2, -5.5, 7.0, ., -4.3, -4.1, -0.3, 4.4
CN(C)c1ccc2c(c1)OC(N)=C(C#N)C2c1cccc(F)c1 (configuration not stated)
 : -9.7, -8.1, ., -1.8, -18.2, 4.2, 5.9, 6.1, 9.7, -28.3
CC1=CN2C(=N)/C(=C/c3ccc(C)o3)C(=O)N=C2S1
 : -17.4, 1.8, -3.2, 1.9, 11.4, -1.9, 15.7, 7.5, 17.4, 7.5

Limited to MITF act and dFosB act (2 entries from above):
Structure | MITF act | dFosB act
Cc1cc(C(=O)COC(=O)C2=NN(c3ccccc3)C(=O)CC2)c(C)n1CC(F)(F)F | -5.3 | -11.6
COc1cc2c(cc1OC)C(=O)N1[C@H]3c4ccccc4OC[C@@H]3[C@H](c3ccccc3)[C@]1(C)C(=O)N2 | -0.8 | 4.0

Following part
Values run as follows: SR-BI uptake up, dFosB act, CAL PDZ FP-1, NSD2 HMT inh, PfHsp90 set2, CAL PDZ FP-2, Rtt109 Vps75, PvdQ inh, SR-BI HDL uptake, MITF act
CC1CCC(NC(=O)c2ccc(-n3cncn3)c([N+](=O)[O-])c2)CC1 (configuration not stated)
 : -2.3, -4.1, -1.1, 1.1, -8.8, -4.7, -26.0, -11.8, 2.3, 39.2
O=C(CCC1CCCCC1)NCCN1C2=NC[C@H](Cc3ccc(O)cc3)N2C[C@H]1Cc1ccc(O)cc1
 : 17.5, 8.5, -3.7, ., ., 14.3, 28.6, -15.8, -17.5, -14.3
O=C(Cc1ccc(Cl)cc1)N1CCN(c2ccccc2)CC1
 : -1.6, 0.8, 0.2, -3.5, -24.0, -6.0, 10.6, 4.1, 1.6, 9.2
CNc1nc(C)c(C(C)=O)cc1C#N
 : 26.6, 6.9, -1.4, 0.0, ., -2.4, -2.5, 15.6, -26.6, -8.1
Cc1cc(N)n2nc(-c3ccc(C(C)(C)C)cc3)cc2n1
 : 22.1, -11.1, -3.8, 1.3, 3.8, -3.7, -8.4, -13.2, -22.1, 14.2
COc1ccc(N2CCN(CCNS(=O)(=O)c3cccc4nsnc34)CC2)cc1
 : -38.5, -7.5, -0.1, 4.5, -21.1, -3.0, 22.0, -11.9, 38.5, -10.4
c1ccc(-c2cn(C[C@H]3CC[C@@H]([C@@H]4CC[C@H](Cn5cc(-c6ccccn6)nn5)O4)O3)nn2)nc1
 : 16.9, -2.6, 0.7, ., -18.7, -1.3, -3.5, -8.2, -16.9, 5.6
Cc1cc(S(=O)(=O)Nc2cccc([N+](=O)[O-])c2)c(C)s1
 : 12.7, 1.4, -1.5, 2.4, 14.5, -3.8, 3.7, -7.3, -12.7, -3.5
O=C(Nc1ccccc1)N1CCC(O)(c2cccc(C(F)(F)F)c2)CC1
 : -35.9, -6.0, 0.4, -1.4, 20.8, ., -0.4, -10.4, 35.9, -6.4
Cc1ccc(-c2ccc(C(=O)O)[nH]2)cc1
 : -5.3, -4.6, -0.7, 0.4, ., 0.1, ., -15.0, 5.3, .
COCCNC(=O)c1cc2cc(Cl)cc(Cl)c2oc1=O
 : 15.4, 13.6, 0.4, 6.1, -11.2, -0.2, -4.3, -12.3, -15.4, 6.7
C#CCNc1ccc(C(=O)OCC)cc1
 : -2.4, 1.0, 0.7, -0.8, 5.4, 4.8, -9.1, 4.8, 2.4, 36.5
CCOc1ccc(C(=O)N2CCN(c3ccccn3)CC2)cc1
 : -6.2, 0.6, 0.9, -13.1, 4.8, -1.9, 10.5, -6.5, 6.2, .
CCN(C(C)=O)c1nc(CSc2nnc(NC(C)C)s2)cs1
 : 1.7, -1.6, -0.4, -1.4, -0.1, -4.7, -12.3, -9.4, -1.7, -3.9
Cc1ccc(C)c(N=Cc2cc3c(cc2[N+](=O)[O-])OCO3)c1
 : -3.0, 0.6, 0.5, 1.6, -20.4, ., -1.9, -10.1, 3.0, -8.3
CC(C)(C)c1ccc(C(=O)N2CCC(C(=O)c3ccccc3)CC2)cc1
 : 8.9, -6.7, -0.8, 0.4, -6.8, 7.7, -3.0, 4.1, -8.9, .
CCOc1ccc(C(=O)OCC(=O)N2CCOCC2)cc1OCC
 : 13.0, -4.3, -1.4, -1.8, -1.3, -5.0, -9.5, 0.8, -13.0, 3.0
CCOC(=O)Cn1nnnc1CN(Cc1cccs1)Cc1cc2cc(C)cc(C)c2[nH]c1=O
 : 8.3, 8.3, -3.0, 27.3, -10.4, -3.6, -0.9, -0.4, -8.3, -3.8

High-throughput results: PubChem, Broad Institute
